Screening data from PubChem BioAssay.
a7 integrin act: qHTS for Activators of Integrin-Mediated Alleviation for Muscular Dystrophy | AID 624291, 2012 | hit rate 0.064% among 350,000 | Potency, µM (series often up to 38.3 µM), for inactives: top-dose activation, usual class: activators | alpha7betagal myoblasts, beta-gal FDG fluorescence, 48 h;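 note: potency is the fitted concentration of half-maximal effect; 100% = response of the positive control SU9516; nearly all actives have a fitted effect of over 60% in size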
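alpha7betagal+/- myoblasts (passage 13, 250/well) treated 48 h at 37C with compounds at 1:260 dilution of DMSO stock. Lysed, then beta-galactosidase activity read as FDG fluorescence (ex 480/em 540) after 30 min, with pre-read for autofluorescence.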
B2AR arrestin: qHTS assay of beta-arrestin-biased ligands of beta2-adrenergic receptor. AID 492947, 2010. hit rate 0.02% among 330,000. Beta-2 adrenergic receptor (Homo sapiens), P07550. Potency, µM (top dose mostly 46.1 µM), for inactives: top-dose activation, most hits filed as activators. beta-arrestin recruitment to beta2AR, cell-based reporter;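 note: potency is the fitted concentration of half-maximal effect; 0% = DMSO controls and full agonism = EC100 isoproterenol or metaproterenol; nearly all actives have a fitted effect of over 65% in size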
ELG1 genotoxic: qHTS screen for small molecules that induce genotoxicity in human embryonic kidney (HEK293T) cells expressing luciferase-tagged ELG1 | AID 504466, 2011 | hit rate 1.3% among 330,000 | Potency, µM (top dose mostly 46 µM), without a hit: top-dose activity change, positive = activation, actives largely listed as activators | HEK293T ELG1-luciferase reporter, luminescence, 16 h; note: potency is the fitted concentration of half-maximal effect; % of control where 0% means no effect; nearly all actives have a fitted effect of over 60% in size
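Genotoxic stress is detected as increased luminescence from luciferase-tagged ELG1 in HEK293T cells, measured with ONE-Glo after a 16 hr treatment at 37 °C.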
uPA generation: qHTS for Inhibitors of Cell Surface uPA Generation; cell surface uPA generation assay, qHTS; Potency, µM (titrated, usually from 38.3 µM), for the others: at the highest dose activity change, negative = inhibition, actives largely listed as inhibitors; hit rate 0.31% among 330,000; AID 540303, 2011; active = well fitted inhibition curve with a large enough effect; inconclusive = small, poorly fitted or top-dose-only effect; inactive = no such curve, though single readings can be large or run the other way; tested in mouse RAW 264.7 cells; note: potency is the fitted concentration of half-maximal effect; % is set by controls: 0 for no effect and ±100 for the full control effect; nearly all actives have a fitted effect of over 55% in size
S-ASM inh: Inhibitors of Secretory Acid Sphingomyelinase (S-ASM): qHTS; placental ASM, HMU-PC fluorogenic substrate, 60 min; hit rate 0.006% among 340,000; AID 504937, 2011; Potency, µM (doses to about 57.5 µM), for the others: at the highest dose activity change, negative = inhibition, usual class: inhibitors; note: potency is the fitted concentration of half-maximal effect
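qHTS format. ASM enzyme prepared from human placenta hydrolyses the fluorogenic substrate HMU-PC0 (9 uM final) over 60 min at 37 °C after a 10 min compound preincubation.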
TRPV1 ag: HTS Assay for Compounds that Act as Agonists of the Vanilloid Receptor 1; TRPV1-expressing cells, Fluo-8 calcium influx, agonist mode; hit rate 0.19% among 320,000; AID 540275, 2011; Transient receptor potential cation channel subfamily V member 1 (Homo sapiens), Q8NER1; activation, % at 8.33 µM; in the data active = activation above about 80%; inconclusive = between about 30% and that limit; note: 0% is about no effect
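Cells expressing TRPV1 were dye-loaded with Fluo-8 and read kinetically: 10 s baseline, 3 min after compound (agonist portion), then 2 min after EC20 capsaicin (allosteric enhancer portion). Calcium-bound dye fluorescence at 480/520 nm.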
TSG101-PTAP inh: qHTS Assay for Iinhibitors of HIV-1 Budding by Blocking the Interaction of PTAP/TSG101. Tumor susceptibility gene 101 protein (Homo sapiens), Q99816. Fluorescence polarization, FITC-PTAP peptide / Tsg101 binding. Potency, µM (doses to about 115 µM), without a hit: top-dose activity change, negative = inhibition, hits mostly inhibitors. 340,000 tested, under 10 active. AID 493005, 2010; active = well fitted inhibition curve with a large enough effect in the main read-out, with a control signal flat, not every such curve was filed as active; inconclusive = small, poorly fitted or top-dose-only effect, or effect the other way, or a change in a side signal; inactive = no such curve, though single readings can be large or run the other way; note: potency is the fitted concentration of half-maximal effect; % of control where 0% means no effect
Target sequence (Q99816 whole entry, looked up): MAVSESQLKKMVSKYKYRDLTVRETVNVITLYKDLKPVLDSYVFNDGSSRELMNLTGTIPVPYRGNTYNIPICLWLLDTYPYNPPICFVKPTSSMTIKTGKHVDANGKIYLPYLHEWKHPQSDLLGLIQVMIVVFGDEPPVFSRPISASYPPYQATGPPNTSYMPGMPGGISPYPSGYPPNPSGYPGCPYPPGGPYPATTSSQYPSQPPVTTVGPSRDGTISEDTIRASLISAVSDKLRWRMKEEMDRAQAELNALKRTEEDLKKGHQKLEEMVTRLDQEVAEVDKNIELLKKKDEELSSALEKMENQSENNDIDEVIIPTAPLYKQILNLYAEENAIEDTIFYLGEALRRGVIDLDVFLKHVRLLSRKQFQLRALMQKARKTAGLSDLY
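Tsg101 binding domain (10 uM final) was mixed with compound and a FITC-labeled PTAP peptide (50 nM final) in HEPES pH 7.5 buffer with NaCl, Tween 20, EDTA and TCEP; fluorescence polarization was read after 20 min at r.t.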
p53 reactivation: qHTS assay for re-activators of p53 using a Luc reporter; H1299 p53-A138V BP100-luciferase reporter, luminescence, 24 h; Potency, µM (doses to about 92.2 µM), for inactives: top-dose activity change, positive = activation, actives largely listed as activators; hit rate 0.063% among 320,000; AID 504706, 2011; note: potency is the fitted concentration of half-maximal effect; % of control where 0% means no effect; nearly all actives have a fitted effect of over 45% in size
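p53-null H1299 cells stably carrying temperature-sensitive p53-A138V and a BP100-luciferase reporter were pinned with compounds (4-point, 1:5 series) and held 24 hrs at 37 deg C. Luminescence was read 10 min after detection reagent.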
BRCA1 expr act: qHTS Assay to Identify Small Molecule Activators of BRCA1 Expression | MCF7-BRCA1-FFLuc reporter, luminescence, 48 h; response scale: scaled: vehicle 0%, 10 µM genistein 100% | Potency, µM (titrated, usually from 46.1 µM), for the others: at the top dose activation, most hits filed as activators | hit rate 1.1% among 380,000 | AID 624202, 2012; note: potency is the fitted concentration of half-maximal effect; nearly all actives have a fitted effect of over 80% in size; some results filed as inactive show a strong effect at the top dose
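MCF7-BRCA1-FFLuc cells, 2000/well in phenol-red-free MEM, attached 2 h then treated 48 h at 37 C. Luciferase luminescence read 15 min after reagent; normalized to genistein maximum activation (10microM) and DMSO, concentration-response fitted.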
Eya2 phos inh: qHTS Assay for Inhibitors of the Phosphatase Activity of Eya2; Potency, µM (titrated, usually from 76.9 µM), without a hit: at the highest dose activity, negative = inhibition, most hits filed as inhibitors; recombinant Eya2, OMFP fluorescence dephosphorylation (OMFP is methylfluorescein phosphate); hit rate 0.006% among 330,000; note: potency is the fitted concentration of half-maximal effect; % is set by controls: 0 for no effect and ±100 for the full control effect
Target sequence (O00167 whole entry, looked up): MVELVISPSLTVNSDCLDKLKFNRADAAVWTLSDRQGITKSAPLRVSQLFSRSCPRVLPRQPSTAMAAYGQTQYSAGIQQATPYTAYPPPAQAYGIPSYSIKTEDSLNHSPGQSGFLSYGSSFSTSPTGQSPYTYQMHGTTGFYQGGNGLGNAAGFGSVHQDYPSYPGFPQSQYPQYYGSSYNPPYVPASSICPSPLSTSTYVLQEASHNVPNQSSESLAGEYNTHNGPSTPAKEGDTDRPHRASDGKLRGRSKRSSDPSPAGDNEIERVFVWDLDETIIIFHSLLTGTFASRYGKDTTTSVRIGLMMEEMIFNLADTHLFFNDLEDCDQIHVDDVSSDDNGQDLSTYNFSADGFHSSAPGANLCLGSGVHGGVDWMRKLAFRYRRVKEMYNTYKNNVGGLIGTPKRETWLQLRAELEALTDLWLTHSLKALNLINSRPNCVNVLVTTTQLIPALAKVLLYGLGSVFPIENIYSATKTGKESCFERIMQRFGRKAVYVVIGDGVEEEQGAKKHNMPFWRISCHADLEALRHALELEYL
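Eya2 protein (added as 0.2 uM solution) was preincubated with compound for 10 min at ambient temperature in 50 mM HEPES pH 7.5, 50 mM NaCl, 5 uM MgCl2, 0.05% BSA, 1 mM DTT. OMFP (added at 50 uM) then reacted 10 min; fluorescence read at 485/525 nm.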
USP2a inh: qHTS Assay for Inhibitors of Ubiquitin-specific Protease USP2a Using CHOP2 as the Reporter; USP2 core, Ub-CHOP2 coupled fluorogenic reporter, 485/531; Ubiquitin carboxyl-terminal hydrolase 2 (Homo sapiens), O75604; AID 463254, 2010; hit rate 0.01% among 330,000; Potency, µM (top dose mostly 38.3 µM), for the others: at the highest dose activity change, negative = inhibition, most hits filed as inhibitors;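 note: potency is the fitted concentration of half-maximal effect; plate controls were DMSO wells for no effect and full inhibition by NEM control for full effect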
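Deubiquitinase activity read as fluorescence (485/531 nm) after Ub-CHOP2 cleavage activates the enterokinase reporter on its substrate; USP2 core 10nM, Ub-CHOP2 and substrate 25nM each, 30min compound preincubation then 60min RT; data normalized to NEM, curves fitted.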
The depositor's hits bear a star; i = inactive; ? = inconclusive; · = not tested or not shown; & = joins results of further samples; [ ] = dose if it differs, or a comment. Unless noted, calls come from the whole dose curve; as a rule, active = well fitted curve in the direction sought with a large enough effect; inconclusive = small, poorly fitted or top-dose-only effect, or another doubt; inactive = no such curve, though single readings can be large; an effect the other way counts as inactive or inconclusive.

1: Cc1ccc(NC(=O)C[n+]2ccccc2)cc1[N+](=O)[O-]
2: N=c1c[n+](-c2ccc(Cl)cc2)[n-]o1
3: Cc1ccc(CS(=O)(=O)c2ccccc2-c2nnc(-c3ccc(Cl)cc3)o2)cc1
4: CCOC(=O)C(NC(=O)c1ccccc1F)(Nc1cc(C)on1)C(F)(F)F (centres undefined)
5: COc1ccc(NC(=S)NCCc2ccc(Cl)cc2)c(OC)c1
6: CCN(CC)CCN(C(=O)CCOc1ccccc1)c1nc2ccc(F)cc2s1
7: O=[N+]([O-])c1ccc(CN2CCOCCOCCOCC2)cc1
8: Cc1ccccc1Cc1c(C)nc2ncnn2c1C
9: O=C(COC(=O)CCSc1ccccc1)Nc1ccc(F)cc1Cl
10: CC(C)C(C(=O)N1CCOCC1)N1C(=O)c2ccccc2C1=O (centres undefined)

Assay by compound | 1 | 2 | 3 | 4 | 5 | 6 | 7 | 8 | 9 | 10
a7 integrin act | 5% | -6% | 7% | 19% | -15% | 19% | -1% | -2% | 18% | 4%
B2AR arrestin | -0.8% | -1.1% | -1.0% | -0.5% | 0.2% | -0.1% | -2.2% | 0.0% | -0.6% | -1.0%
ELG1 genotoxic | 1% | -2% | 5% | -3% | -4% | 3% | 0% | 0% | 2% | 4%
uPA generation | -3% | -1% | -10% | 4% | 2% | -15% | 1% | -1% | 0% | -1%
S-ASM inh | -2% | 0% | -3% | 3% | 0% | -3% | 5% | 0% | -2% | 6%
TRPV1 ag | · | 2 | 9 | 0 | -3 | 1 | -1 | 2 | ? | 3
TSG101-PTAP inh | -4% | -3% | -4% | -1% | -5% | 2% | -6% | -1% | -2% | 2%
p53 reactivation | -4% | -10% | -5% | 6% | -8% | 8% | -7% | -7% | 4% | -2%
BRCA1 expr act | 0% | -31% | -20% | -28% | -5% | 2% | 17% | -3% | 17% | 2%
Eya2 phos inh | -21% | 13% | 6% | 0% | -11% | 8% | 7% | -5% | 0% | 1%
USP2a inh | 0% | 0% | 1% | 4% | -1% | 0% | 5% | -1% | 2% | 0%

11: N#CC1(C#N)C(c2ccccc2)OC23CCCCC2C1(C#N)C(=N)O3 (centres undefined)
12: C=CCSc1nc2c(c(=O)[nH]c(=O)n2C)n1C/C=C(/C)Cl
13: Cc1ccccc1CNC(=O)CCC(=O)N1CCOc2ccccc21
14: CCN(CC)c1ccc(Nc2nc(Cl)ncc2Br)cc1
15: O=C(NCCCN1CCOCC1)c1ccc2c(c1)N(Cc1cccc(F)c1)C(=O)c1ccccc1S2
16: COc1ccc(CCCC(=O)O)c(C)c1
17: COc1ccc(C(=O)COC(=O)c2cc3ccccc3oc2=O)c(OC)c1
18: Cc1cc(C)c(C#N)c(SCC(=O)N2CCCCC2)n1
19: O=C(NCCCN1CCOCC1)C1CCC(=O)N1C1CCCCC1 (centres undefined)
20: O=C(N[C@@H]1C/C=C\C[C@H](CC(=O)N(CCO)Cc2ccccc2)C(=O)NC[C@@H](c2ccccc2)OC1=O)OCC1c2ccccc2-c2ccccc21

Assay by compound | 11 | 12 | 13 | 14 | 15 | 16 | 17 | 18 | 19 | 20
a7 integrin act | -21% | -4% | -7% | 0% | -53%[inhibitor] | 40% | ? | -2% | 7% | -43%[inhibitor]
B2AR arrestin | -0.3% | -0.9% | -0.7% | -0.3% | -0.5% | -0.4% | 0.5% | 0.3% | 0.1% | -0.3%
ELG1 genotoxic | -1% | -4% | 3% | -1% | -1% | 2% | 2% | 0% | 0% | -2%
uPA generation | 0% | -1% | 11% | -2% | 1% | -2% | 0% | -1% | · | ?
S-ASM inh | i | 0% | 1% | 0% | 2% | 6% | -1% | 3% | 3% | 0%
TRPV1 ag | -1 | 12 | 1 | 2 | ? | 2 | 2 | 1 | 0 | ·
TSG101-PTAP inh | ? | 0% | 1% | -4% | 2% | -1% | -6% | -2% | 2% | -2%
p53 reactivation | -3% | -1% | · | 1% | -9% | 10% | 2% | -15% | 1% | -3%
BRCA1 expr act | -6% | -20% | 16% | -40% | -44% | 6% | -43% | -18% | -6% | 0%
Eya2 phos inh | 0% | -6%[15.4 µM] | 1% | -18% | -8% | 1% | -4% | 16% | -11% | 2%
USP2a inh | 21% | 1% | -2% | 2% | -10% | 2% | 3% | 4% | 5% | 1%

21: COc1ccc(S(=O)(=O)N2CCCCCC2)cc1C(=O)OCC(=O)NC1CCS(=O)(=O)C1 (centres undefined)
22: O=C(c1ccc2c(c1)OCO2)N(c1ccc(Br)cc1)C1C=CS(=O)(=O)C1 (centres undefined)
23: CCOCC(=O)Nc1nc2ccc(OCC)cc2s1
24: CCOc1ccc(N2CC(C(=O)NC3CCSC3=O)CC2=O)cc1 (centres undefined)
25: COc1ccccc1-c1noc(-c2ccccc2)n1
26: CC(C)(C)NC(=O)CSc1nc2ccccc2c(=O)[nH]1
27: CCOc1ccc(CNC(=O)c2ccc(Sc3ccc(C)cc3)c(NC(C)=O)c2)cc1
28: O=C1C(=O)N(Cc2ccncc2)C(c2cccc(O)c2)/C1=C(\O)c1ccc2c(c1)OCCO2 (centres undefined)
29: CCCCNC(=S)NNC(=O)c1c(C)nc2ccccn12
30: O=c1oc2c(CN3CCOCC3)c(O)ccc2c2ccccc12
31: COC(=O)Nc1ccc2c(c1)N(C(=O)CCN1CCN3CCCC3C1)c1ccccc1CC2 (centres undefined)
32: CCOC(=O)Nc1cc(NC(=O)OCC)ncn1
33: CCOC(=O)Cc1nnc(NC(=O)Nc2ccccc2)s1

Assay by compound | 21 | 22 | 23 | 24 | 25 | 26 | 27 | 28 | 29 | 30 | 31 | 32 | 33
a7 integrin act | 7% | 6% | -32% | -7% | 42% | 24% | -16% | 37% | -560%[inhibitor] | -17% | -22%&16% | 6% | 16%
B2AR arrestin | -0.9% | -0.7% | 0.2% | -1.4% | 5.6% | -0.3% | -0.7% | 0.4% | 0.4% | -0.5% | -0.2%&0.3% | · | -0.1%
ELG1 genotoxic | 2% | -6% | 8.2µM* | -1% | ? | ? | -3% | 1% | -1% | 13% | -4%&0% | · | -4%
uPA generation | -2% | -8% | -7% | 3% | -4% | 6% | -5% | 3% | · | -2% | -3%&-3% | 6% | -2%
S-ASM inh | -2% | -3% | 1% | -3% | -4% | 8% | -8% | -1% | 5% | 2% | -1%&7% | -4% | 0%
TRPV1 ag | · | -2 | ? | 1 | 1 | 1 | ? | 3 | -2 | 3 | 0&-7 | · | 3
TSG101-PTAP inh | -4% | -4% | -4% | -4% | -2% | -2% | -1% | -3% | -4% | 0% | -1%&-1% | 0% | -2%
p53 reactivation | 0% | 1% | ? | 3% | ? | 17% | 3% | ? | 0% | 8% | -15%&16% | · | 0%
BRCA1 expr act | -6% | -29% | ? | -21% | ? | 0% | -36% | 25% | 0% | 14µM* | 0%&-7% | -10% | -10%
Eya2 phos inh | -31% | 3% | 6% | 0% | -4% | 3% | 2% | 16% | 0% | -2% | 9%&5% | · | 0%
USP2a inh | -4% | 2% | 1% | 0% | -5% | 10% | -1% | 3% | 0% | 1% | 2%&1% | · | 1%

Three structures already listed, arranged by number of heavy atoms, smallest number first:
32: CCOC(=O)Nc1cc(NC(=O)OCC)ncn1
6: CCN(CC)CCN(C(=O)CCOc1ccccc1)c1nc2ccc(F)cc2s1
15: O=C(NCCCN1CCOCC1)c1ccc2c(c1)N(Cc1cccc(F)c1)C(=O)c1ccccc1S2

Assay by compound | 32 | 6 | 15
a7 integrin act | 6% | 19% | -53%[inhibitor]
B2AR arrestin | · | -0.1% | -0.5%
ELG1 genotoxic | · | 3% | -1%
uPA generation | 6% | -15% | 1%
S-ASM inh | -4% | -3% | 2%
TRPV1 ag | · | 1 | ?
TSG101-PTAP inh | 0% | 2% | 2%
p53 reactivation | · | 8% | -9%
BRCA1 expr act | -10% | 2% | -44%
Eya2 phos inh | · | 8% | -8%
USP2a inh | · | 0% | -10%
